KCNH2 WT inh: KCNH2 (human, wildtype) channel inhibition; Q12809; actives 0.37% (n = 340,000); U2OS, BacMam KCNH2, thallium flux FluxOr; active compounds read low; activity change, % at 1.84 µM;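 active = maximum activity change below -70%; inconclusive = maximum activity change between -70% and -50%; inactive = maximum activity change above -50%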; also: % is scaled to controls: 0 for no effect and ±100 for the full control effect
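U2OS cells were transduced with wild-type KCNH2 virus (2.03 x 10^8 / mL) for 4 h at room temperature, then cultured overnight at 37 C. Thallium flux was read with FluxOr dye. Rate constants were normalized to DMSO controls.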
USP2a block: USP2a (human) protease inhibition. O75604. USP2 core, Ub-CHOP2 coupled fluorogenic reporter, 485/531. Potency, µM (doses to about 38.3 µM), inactives show top-dose activity change, negative = inhibition, most hits filed as inhibitors. actives 0.01% (n = 330,000). AID 463254;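 also: potency is read from the fitted curve at half-maximal effect; plate controls were DMSO wells for no effect and full inhibition by NEM control for full effect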
Target sequence (O75604 whole entry, looked up): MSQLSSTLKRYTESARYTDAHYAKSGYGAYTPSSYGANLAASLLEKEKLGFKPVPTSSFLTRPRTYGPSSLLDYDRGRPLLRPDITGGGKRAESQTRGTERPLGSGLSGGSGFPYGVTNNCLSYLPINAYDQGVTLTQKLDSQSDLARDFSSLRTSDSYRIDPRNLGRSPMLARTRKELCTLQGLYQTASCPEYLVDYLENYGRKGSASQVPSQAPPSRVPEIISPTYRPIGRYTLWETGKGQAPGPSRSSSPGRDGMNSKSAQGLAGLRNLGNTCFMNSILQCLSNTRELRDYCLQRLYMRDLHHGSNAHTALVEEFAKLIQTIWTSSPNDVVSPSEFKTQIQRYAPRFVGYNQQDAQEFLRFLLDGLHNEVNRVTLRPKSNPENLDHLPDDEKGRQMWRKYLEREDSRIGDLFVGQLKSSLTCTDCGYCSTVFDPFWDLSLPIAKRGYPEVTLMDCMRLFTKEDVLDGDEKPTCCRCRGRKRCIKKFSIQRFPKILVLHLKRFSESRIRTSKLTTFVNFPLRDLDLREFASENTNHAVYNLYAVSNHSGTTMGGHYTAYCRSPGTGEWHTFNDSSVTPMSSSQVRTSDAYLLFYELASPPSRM
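Cell-free coupled assay: 10nM USP2 core preincubated 30min RT with compound in Tris-HCl pH 8.0/CaCl2/CHAPS buffer, then 25nM Ub-CHOP2 and 25nM reporter substrate; fluorescence (Ex 485/Em 531) read after 60min RT, normalized to NEM inhibition, concentration-response curves fitted.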
B2AR arrestin: agonists driving beta-arrestin recruitment to human beta2-adrenergic receptor; P07550; beta-arrestin recruitment to beta2AR, cell-based reporter; Potency, µM (highest dose often 46.1 µM), inactives show at the top dose activation, hits mostly activators; actives 0.02% (n = 330,000); AID 492947;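 also: potency is read from the fitted curve at half-maximal effect; 0% = DMSO controls and full agonism = EC100 isoproterenol or metaproterenol; nearly all actives have a fitted effect of over 65% in size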
GALK inh: galactokinase (human) inhibition; Purified GALK, Kinase-Glo residual ATP luminescence; Potency, µM (doses to about 57.5 µM), without a hit: top-dose activity change, negative = inhibition, usual class: inhibitors; AID 1868; actives 0.007% (n = 270,000); P51570; also: potency is read from the fitted curve at half-maximal effect; % is scaled to controls: 0 for no effect and ±100 for the full control effect
Target sequence (P51570 whole entry, looked up): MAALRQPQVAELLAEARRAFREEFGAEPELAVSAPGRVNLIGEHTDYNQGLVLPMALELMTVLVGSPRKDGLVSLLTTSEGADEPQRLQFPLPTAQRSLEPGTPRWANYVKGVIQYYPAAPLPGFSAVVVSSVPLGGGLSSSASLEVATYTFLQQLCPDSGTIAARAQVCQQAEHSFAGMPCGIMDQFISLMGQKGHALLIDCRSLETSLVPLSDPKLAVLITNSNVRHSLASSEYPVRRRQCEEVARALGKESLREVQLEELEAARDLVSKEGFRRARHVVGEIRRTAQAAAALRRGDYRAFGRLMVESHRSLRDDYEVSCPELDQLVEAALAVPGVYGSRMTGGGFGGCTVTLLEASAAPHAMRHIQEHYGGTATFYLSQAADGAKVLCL
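GALK at 5 nM final was combined with compound, 35 uM ATP and 100 uM galactose in HEPES pH8.0 with MgCl2 and DTT. The reaction ran one hour at room temperature before luminescent ATP detection.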
Coupling enz: inhibits coupling enzyme system, counter-screen for aldolase hits | activity change, negative = inhibition, % at 58.2 µM, hits read low | AID 2472 | coupling enzyme system counterscreen, AmpLite Red fluorescence | actives 0.67% (n = 290,000); in the data active = activity change below about -30%; also: % is scaled to controls: 0 for no effect and ±100 for the full control effect
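Fluorescence at 525 nm excitation and 598 nm emission measured inhibition of the coupled detection system without aldolase. Compounds (at 57.5 uM final) were preincubated 10 min at room temperature with coupling enzyme reagent before a 20 min substrate/AmpLite Red step.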
PKM2 activator: PKM2 (human) enzyme activation; P14618; purified PKM2, Kinase-Glo ATP luminescence, activation; response scale: 0% is enzyme alone, no compound; Potency, µM (top dose mostly 57.5 µM), without a hit: at the highest dose activation, usual class: activators; actives 0.34% (n = 260,000); AID 1631; also: potency is read from the fitted curve at half-maximal effect; % is scaled to controls: 0 for no effect and ±100 for the full control effect; nearly all actives have a fitted effect of over 55% in size
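Purified hPK-M2 (>95% pure) converted ADP (0.1 mM final) to ATP with 0.5 mM PEP in 50 mM imidazole pH7.2, KCl, MgCl2, Tween 20, BSA; 1 h at room temperature. ATP detected by Kinase-Glo luminescence.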
MLL CXXC-DNA inh: blocks binding of human MLL CXXC domain to DNA; Potency, µM (doses to about 115 µM), without a hit: at the highest dose activity change, negative = inhibition, actives largely listed as inhibitors; actives 0.037% (n = 290,000); AID 2662; MLL-CXXC / FITC-HOXA9 DNA fluorescence polarization; Q03164; active = well fitted inhibition curve with a large enough effect in the polarisation, with a control signal flat, not every such curve was filed as active; inconclusive = small, poorly fitted or top-dose-only effect, or effect the other way, or a change in a side signal; inactive = no such curve, though single readings can be large or run the other way; the % refers to the polarisation; also: potency is read from the fitted curve at half-maximal effect
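Fluorescence polarization: 7 uM MLL-CXXC (stock) preincubated 5 min with compounds, then 50 nM fluorescein-HOX-A9 DNA (stock) added; 30 min ambient. Buffer 50 mM Tris-HCl pH 7.5, 50 mM NaCl, 1 mM DTT, 0.05% BSA.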
TRPV1 ag: agonists of human vanilloid receptor 1 (TRPV1); TRPV1-expressing cells, Fluo-8 calcium influx, agonist mode; activation, % at 8.33 µM; actives 0.19% (n = 320,000); AID 540275; in the data active = activation above about 80%; inconclusive = between about 30% and that limit; also: 0% is about no effect
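TRPV1-expressing cells were cultured overnight at 35.5C and loaded with Fluo-8 calcium dye for 40 to 90 min at room temperature. After a 10 s baseline, compound was added and calcium influx was read kinetically for 3 min (ex 480/em 520 nm).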
KCNH2 3.1 inh: KCNH2 3.1 (human) potassium channel inhibition. actives 0.95% (n = 340,000). U2OS KCNH2 3.1, thallium flux FluxOr; active compounds read low. activity change, % (tested at about 1.8 µM). AID 720553;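 active = maximum activity change below -70%; inconclusive = maximum activity change from -70% to -50%; inactive = maximum activity change above -50%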;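 also: thallium influx rate constant from kinetic fluorescence after stimulation buffer; % is scaled to controls: 0 for no effect and ±100 for the full control effect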
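FluxOr-based Tl+ influx in U2OS cells transduced with KCNH2 3.1 virus; rate constants normalized to DMSO controls.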
Menin MLL FP TR: inhibitors of human menin-MLL interaction, mutant MLL peptide; actives 0.23% (n = 270,000); Menin + Texas Red MLL mutant peptide, fluorescence polarization; AID 1768; O00255; Potency, µM (top dose mostly 61.6 µM), inactives show at the highest dose FP activity change, negative = inhibition, most hits filed as inhibitors; active = well fitted inhibition curve with a large enough effect in the polarisation, with a control signal flat, not every such curve was filed as active; inconclusive = small, poorly fitted or top-dose-only effect, or effect the other way, or a change in a side signal; inactive = no such curve, though single readings can be large or run the other way; the % refers to the polarisation; also: potency is read from the fitted curve at half-maximal effect; % of control where 0% means no effect; many of its hits are not listed in these tables
Giardia killer: kills Giardia lamblia. activity change, % at 7.66 µM, hits read low. Giardia lamblia trophozoite viability. AID 540267. actives 0.15% (n = 340,000); in the data active = activity change below about -80%; inconclusive = between about -30% and that limit;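 also: parasites exposed to compound for two days anaerobically before the ATP read; % is scaled to controls: 0 for no effect and ±100 for the full control effect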
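Compounds were tested on trophozoites seeded at 100 cells/well and held 48 hrs at 37 deg C anaerobically. An ATP-based luminescent kit measured the remaining live cells.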
The depositor's hits bear a star; i = inactive; ? = inconclusive; / = no result given; & = joins results of further samples; [ ] = remark or other dose. Unless noted, calls follow the shape of the dose curve; as a rule, active = well fitted curve in the direction sought with a large enough effect; inconclusive = small, poorly fitted or top-dose-only effect, or another doubt; inactive = no such curve, though single readings can be large; an effect the other way counts as inactive or inconclusive.

Compound,KCNH2 WT inh,USP2a block,B2AR arrestin,GALK inh,Coupling enz,PKM2 activator,MLL CXXC-DNA inh,TRPV1 ag,KCNH2 3.1 inh,Menin MLL FP TR,Giardia killer
O=C(c1cc2nc(-c3ccc(F)cc3)cc(C(F)(F)F)n2n1)N1CCCCC1c1cccnc1 (stereo unspecified),-8,1%,0.3%,6%,0,-2%,12%,5,-5,-10%,1
CCOC(=O)C1CCN(C(=O)c2cc3cc4ccc(C)cc4nc3o2)CC1,2,2%,-0.4%,-2%,-2,/,7%,25,14,-12%,10
O=C(Nc1ccccn1)[C@@H]1CCC(=O)N1C(=O)OCc1ccccc1,-7,-2%,-0.4%,1%,1,3%,-14%,9,-1,1%,5
Cc1ccc(NC(=O)CN2CCN(c3ccccn3)CC2)cc1S(=O)(=O)N(C)C,-5,4%,-0.1%,8%,1,2%,-1%,3,-2,-2%,7
CN1CCc2c(OCC(=O)N3CCCc4ccccc43)cccc2C1=O,-6,-10%,-0.1%,10%,3,3%,-2%,-4,12,9%,-27
CCOc1cc(N2CCOCC2)c(OCC)cc1NC(=O)COc1ccccc1[N+](=O)[O-],16,0%,0.2%,0%,1,0%,2%,-1,-19,-23%,7
COc1ccc(-c2noc(CNC(=O)c3ccoc3C)n2)cc1OC,-4,3%,0.3%,11%,1,/,10%,-2,1,-14%,10
CS(=O)(=O)Nc1ccccc1C(=O)Nc1ccc2c(c1)OCCO2,-7,0%,-0.1%,-1%,1,-2%,5%,0,-1,-26%,-4
CCOC(=O)N1CCN(c2c(NCc3cccs3)c(=O)c2=O)CC1,-2,-6%,0.3%,1%,0,-5%,-12%,2,10,-2%,11
Cc1cc2n(n1)SC(Nc1ccc(F)c(Cl)c1)N2 (stereo unspecified),4,0%,-0.1%,-2%,3,3%,1%,-4,2,5%,5
O=C(NC1CCCCC1)c1cc2ccccc2cc1O,-6,3%,-0.7%,0%,-14,0%,0%,?,-17,/,-4
CC(C)NS(=O)(=O)c1ccc(NC(=O)NC2CCCCC2)cc1,9,0%,-0.3%,1%,5,-2%,2%,0,-12,-4%,-7
O=C(c1cccnc1)N1CCN(c2ccc(Cl)cc2)CC1,-8,4%,-0.1%,/,0,-12%,3%,1,12,-4%,1
CCn1c(SCC(=O)N2CCOCC2)nc2ccccc21,5,-4%,-0.3%,4%,1,-8%,-1%,21,20,0%,9
O=C(CSCc1ccccc1)NCCCN1CCOCC1,i,4%,2.3%,-2%,0,-5%,12%,3,7,3%,-15
Cc1ccc(S(=O)(=O)/N=C(/Nc2ccc3[nH]c(=O)[nH]c3c2)c2ccccc2)cc1,-8,-2%,-0.4%,2%,2,3%,1%,-2,2,16%,-5
CCCCN1C(N)=NC[C@@H]1Cc1ccc(O)cc1,-3,-2%,-0.2%,1%,0,5%,-6%,-2,10,/,12
Cc1c(NC(=S)/C=C2\N(C)c3ccccc3C2(C)C)c(=O)n(-c2ccccc2)n1C,-7,1%,0.2%,-5%,/,-1%,8%,2,1,?,1
O=C(Nc1ccc2c(c1)C(=O)NC2=O)c1ccc(Cl)s1,24,5%,-0.8%,2%,3,1%,-7%,14,-1,8%,-9
CN(Cc1ccccc1)c1nc2c(c(=O)[nH]c(=O)n2C)n1CCCc1ccccc1,2,-7%,-0.3%,-1%,0,2%,12%,18,0,-9%,-5
CC(C)CNS(=O)(=O)c1ccccc1C(=O)N1CCCCC1,-1,1%,-1.4%,-2%,2,4%,10%,0,1,-25%,-9
COc1cc(OC)cc(C(=O)NCCOC23CC4CC(CC(C4)C2)C3)c1,-1,0%,-0.2%,1%,0,3%,-4%,19,-9,-11%,6
COc1ccc(-c2cc(C(=O)O)no2)cc1,4,0%,-0.3%,-1%,4&0,-2%,-14%,0,-29,5%&-1%,8
CCOC(=O)C(Cc1ccc(NC(=O)/C(=C/c2ccccc2)NC(=O)c2ccccc2)cc1)N1C(=O)c2ccccc2C1=O (stereo unspecified),-3,2%,0.5%,1%,6,-1%,25%,-1,-9,?,-6
CN(C)CCNC(=O)c1ccc(COCC(F)(F)F)cc1,-3,4%,-0.4%,1%,-1,4%,8%,-3,4,-10%,1
CCCNC(=O)CN(C)C(=O)c1n[nH]c2ccccc12,8,0%,-0.2%,0%,-1,1%,4%,6,-6,5%,-4
O=C(Nc1ccc(Cc2ccc(NC(=O)N3CCOCC3)cc2)cc1)N1CCOCC1,-3,-1%,0.1%,0%,0,-3%,8%,1,-1,8%,-11
C=CCn1c(CSc2ccc(C)cc2)n[nH]c1=S,2,2%,9.3%,6%,0,-2%[0.46 µM],3%,1,18,-4%,15
Cc1cccc(C)c1-n1c(C)cc(/C=N\Nc2ccc([N+](=O)[O-])cn2)c1C,-6,-3%,-0.8%,0%,0,-17%,?,-2,-24,6%,8
CCOC(=O)Cn1c(=NC(=O)C2CC2)sc2c(C)cc(C)cc21,-9,8%,-1.0%,-2%,0,0%,-1%,-14,-19,/,-1
Cc1ccc(NC(=O)c2cccnc2C(=O)O)nc1,-2,0%,-1.0%,-1%,-1,/,2%,1,31,8%,-5
COCC(=O)Nc1cc(OC)ccc1OC,4,0%,-0.9%,0%,-1,-3%,-2%,-3,14,5%,-6
COC(=O)c1cc(NC(=O)Cn2c(=O)cnc3ccccc32)cc(C(=O)OC)c1,-5,3%,-0.5%,7%,-1,-3%,-5%,20,-3,?,-26
COc1ccccc1CC(=O)Nc1ccc(F)cc1F,/,0%,-0.2%,1%,1,-14%,5%,2,-34,1%,11
O=C(NCc1nnc(SCC(=O)N2CCN(c3ccccc3)CC2)o1)c1ccco1,-7,3%,-0.4%,-3%,-1,0%,2%,-1,-6,-13%,-3
N#CCCN(C(=O)COC(=O)C12CC3CC(CC(O)(C3)C1)C2)c1ccc(F)cc1,0,5%,0.2%,/,/,/,/,0,2,/,13
O=C1CN(C(=O)c2ccc(Br)o2)C(c2ccccc2)c2cc(Cl)ccc2N1 (stereo unspecified),11,-8%,0.3%,2%,1,7%,-8%,/,1,8%[11.7 µM],-12
Nc1nc(C2CC(=O)OC23CCCCC3)cs1 (stereo unspecified),4,0%,0.4%,0%,0,14%,-8%,-8,1,-12%,-5
FC(F)(F)c1ccc(-n2cnc3ccccc32)nc1,0,-1%,-0.3%,-4%,-4,0%[11.5 µM],-1%,28,11,-28%,6
COc1cc(CNCCSc2nnnn2C)cc(Br)c1OCc1ccc(F)cc1,15,-2%,-0.1%,0%,-6,6%,-5%,6,?,15%,-3
CCN(CC)c1nc2c(c(=O)[nH]c(=O)n2C)n1CCOc1ccccc1,5,0%,-0.7%,3%,-2,0%,-2%,-2,-11,-2%,-12
N#C/C(=C\c1ccc(O)c(O)c1)S(=O)(=O)c1ccccc1,-2,1%,-0.2%,-1%,17,?,-11%,6,-3,?,-3
Clc1ccc2oc3c(Cl)ncnc3c2c1,i,5%,-0.5%,0%,7,2%,44%[activator],1,-1,18%,-9
CCOC(=O)C1=C(C)N(C[C@@H]2CC[C@@H](Cc3ccc4cc(OC)ccc4c3)O2)C(=O)NC1c1ccc(OC)cc1 (stereo partly specified),-5,1%,-1.6%,/,/,/,/,/,19,/,2
CCCCCC(=O)Nc1cccc(C2=NOC3(C2)C[C@@H](C(N)=O)N(C(=O)Cc2ccc([N+](=O)[O-])cc2)C3)c1 (stereo partly specified),-3,-5%,0.1%,4%,3,-2%,11%,-1,-8,/,8
COc1ccc(C(=O)NCc2nnc(SCC(=O)Nc3cccc(F)c3)o2)cc1,-2,4%,0.2%,-3%,5,5%,10%,-15,-4,?,-4

The list is partial. The share of hits here may be higher or lower than overall.
